# Screens deposited in PubChem BioAssay by NCI.
# Growth percent in the NCI-60 one-dose screen (48 h, 10 µM unless noted): 100 = growth as untreated, 0 = no growth, -100 = all killed.
# SNB-75 – SNB-75 CNS cancer. AID 1794750. 79,000 compounds, 5% hits
# DU-145 – DU-145 prostate cancer. AID 1794760. 81,000 compounds, 4.2% hits
# HT29 – HT29 colon cancer; 81,000 compounds, 7.4% hits
# KM12 – KM12 colon cancer cells; 82,000 compounds, 5% hits; AID 1794800
# SNB-19 – SNB-19 CNS cancer cells; 81,000 compounds, 2.5% hits; AID 1794751
# SF-539 – SF-539 CNS cancer; 81,000 compounds, 6.8% hits; AID 1794752
# PC-3 – PC-3 prostate cancer cells | 80,000 compounds, 3.9% hits
# SW-620 – SW-620 colon cancer; AID 1794795; 82,000 compounds, 5.2% hits
# HCC-2998 – HCC-2998 colon cancer; 79,000 compounds, 4.7% hits; AID 1794799
# Starred values were filed as active, the others as inactive; / = not tested or not shown; & = joins results of further samples. How the source made its calls: active means growth percent below 10; inactive means the rest. Not a hit list. Share with any hit: about 11%.
SMILES,SNB-75,DU-145,HT29,KM12,SNB-19,SF-539,PC-3,SW-620,HCC-2998
CC(C)(C)c1ccc(/C=C2/SC(N3CCN(c4cccc(C(F)(F)F)c4)CC3)=NC2=O)cc1,/,103,94,99,87,105,86,91,98
CCC(c1ccc2cc(O)ccc2c1)C(C)(C)C(=O)O (centres undefined),92,104,101,108,/,99,89,106,105
Cc1nc(N)[nH]c(=O)c1C,99,109,107,122,95,107,117,125,81
CC(C)C[C@H](NC(=O)Cn1cccc(CNC(=O)c2ccccc2)c1=O)B(O)O,-4.6*,43,-0.2*,-12*,34,-17*,36,6.5*,-35*
CC1(C)C(=O)/C(=C\c2ccco2)C[C@]2(C)[C@H]3CC[C@@H]4[C@H]5[C@H](C(=O)/C=C/c6ccco6)CC[C@]5(C(=O)O)CC[C@@]4(C)[C@]3(C)CC[C@@H]12,118,69,72,63,74,82,56,66,95
Cc1ccc(S(=O)(=O)NCCCNc2nc(Nc3ccc(N4CCN(C)CC4)cc3)nc3ccsc23)cc1,88,43,-62*,36,59,-81*,64,21,27
CC1(C)OC(=O)C2=C(Nc3c(-c4nc5ccccc5s4)c(Nc4ccccc4)nn3C2c2ccc(Cl)cc2Cl)O1 (centres undefined),104,84,92,82,92,89,74,98,105
Cc1ccc(-c2cc(-c3ccc(C)cc3)nc(NCCNc3ccnc4cc(Cl)ccc34)n2)cc1,-30*,-26*,-36*,-73*,17,-81*,-23*,-65*,-80*
Cc1ccc(S(=O)(=O)OCCCCCOS(=O)(=O)c2ccc(C)cc2)cc1,99,101,108,100,95,100,87,89,110
OCCNc1nc(NCCO)nc(Nc2ccc(C3=NN(c4cc(Cl)cc(Cl)c4)C(c4ccc(Cl)cc4)C3)cc2)n1 (centres undefined),-6.4*,0.5*,-46*,19,16,-45*,-12*,23,27
CCc1nc2ccc(Cc3ccc(C(=O)NO)cc3)cc2c(=O)n1CCc1ccccc1,-21*,2.8*,-41*,-59*,-45*,-43*,-66*,-27*,-75*
O=C(Oc1ccc([N+](=O)[O-])cc1)c1ccc(CBr)cc1,89,107,92,103,91,97,87,95,103
O=C(CCCOc1ccc(Cl)cc1Cl)NC(Cc1ccccc1)C(=O)O (centres undefined),108,110,102,109,92,100,94,109,119
CCOC(=O)c1cnc2cc(Cl)cc(Cl)c2c1Nc1cccc(S(=O)(=O)NC)c1,/,79,73,37,71,84,70,81,97
Brc1ccc(C=Nc2ccc(Nc3ncnc4sc5c(c34)CCN(Cc3ccccc3)C5)cc2)cc1,75,103,106,96,88,94,81,103,100

# In the list so far, 2 have bromine:
SMILES,SNB-75,DU-145,HT29,KM12,SNB-19,SF-539,PC-3,SW-620,HCC-2998
O=C(Oc1ccc([N+](=O)[O-])cc1)c1ccc(CBr)cc1,89,107,92,103,91,97,87,95,103
Brc1ccc(C=Nc2ccc(Nc3ncnc4sc5c(c34)CCN(Cc3ccccc3)C5)cc2)cc1,75,103,106,96,88,94,81,103,100

# The list continues:
SMILES,SNB-75,DU-145,HT29,KM12,SNB-19,SF-539,PC-3,SW-620,HCC-2998
O=C(O)c1ccncc1,87,107,107,106,104,100,98,101,/
C=CCn1c(SCC(=O)Nc2ccc(C(=O)/C=C/c3cc(OC)c(OC)c(OC)c3)cc2)nnc1-c1cc(-c2ccc(S(C)(=O)=O)cc2)nc2ccccc12,56,95,81,75,74,86,89,77,111
CCOc1ccc(Nc2cc([N+](=O)[O-])ccc2C(=O)O)cc1,84,118,112,112,105,101,105,102,108
Cn1cnc2c(=S)nc(N)[nH]c21,101,119,111,107,109,109,53,98,119
Cc1csc(C)[n+]1CCc1ccccc1,104,110,94,103,99,97,93,99,103
CC(=O)Nc1nc(C)c(C(=O)NNC(=S)Nc2ccc(F)cc2)s1,127,121,106,112,95,101,106,92,140
COc1ccc(C(=N\Nc2ccccc2)/C(=N/Nc2ccccc2)c2ccc(OC)cc2)cc1,95,121,95,107,/,99,82,96,96
OC1CC2COCC2CC1O (centres undefined),87,112,94,101,101,89,94,93,101
O=C1CCCCO1,94,106,109,102,101,92,97,112,105
COc1ccc(C(=O)Cn2cnc3c(Nc4cc(C(=O)Nc5ccc(N6CCOCC6)cc5)ccc4C)ncnc32)cc1,90,104,102,96,100,89,103,103,103
Clc1c(Cl)c(Cl)c(SCN(c2ccccc2)c2ccccc2)c(Cl)c1Cl,86,114,96,103,106,98,84,102,103
Fc1ccc(-c2nc(CSc3nc4ccccc4o3)no2)cc1,82,110,102,105,101,97,95,106,100
S=c1[nH]nc(-c2ccc(-n3nc(-c4ccccc4)c4ccccc43)cc2)o1,/,99,97,96,93,92,81,99,98
O=C(NCCCCC(Cl)C(=O)O)c1ccccc1 (centres undefined),97,112&113,96&106,105&103,96,98,91&96,106&101,99&107
O=C(NCCN1CCNCC1)Nc1ncccc1OCc1cccc(F)c1,96,98,97,106,102,104,98,99,93

# Of the compounds above, these contain an aryl methoxy group:
SMILES,SNB-75,DU-145,HT29,KM12,SNB-19,SF-539,PC-3,SW-620,HCC-2998
C=CCn1c(SCC(=O)Nc2ccc(C(=O)/C=C/c3cc(OC)c(OC)c(OC)c3)cc2)nnc1-c1cc(-c2ccc(S(C)(=O)=O)cc2)nc2ccccc12,56,95,81,75,74,86,89,77,111
COc1ccc(C(=N\Nc2ccccc2)/C(=N/Nc2ccccc2)c2ccc(OC)cc2)cc1,95,121,95,107,/,99,82,96,96
COc1ccc(C(=O)Cn2cnc3c(Nc4cc(C(=O)Nc5ccc(N6CCOCC6)cc5)ccc4C)ncnc32)cc1,90,104,102,96,100,89,103,103,103

# Next part
SMILES,SNB-75,DU-145,HT29,KM12,SNB-19,SF-539,PC-3,SW-620,HCC-2998
O=C(Nc1nc2c(Cl)cccc2s1)C(Cl)(Cl)Cl,84,105,109,97,100,98,97,100,103
CN(C)c1ccc(Br)cc1,111,/,107,113,106,103,99,99,99
COC(=O)c1c(C)nc(C)c2c1C(=O)C=C(NCCCCO)C2=O,100,93,108,78,87,98,88,99,103
COc1ccc(OC)c(/C=N/NC(=O)Cn2c(-c3ccc(C)cc3)nc3cc4nc5ccccc5nc4cc32)c1,95,101,100,91,107,97,99,117,110
Cc1ccc(O)c(NC(=O)c2ccccc2Nc2ccnc(C(F)(F)F)c2)c1,82,106,111,99,104,92,89,97,105
CCCCCCCCCCCCCCCCCCOc1ccc(CC(=O)OCC[N+](CC)(CC)CC)cc1,94,93,85,104,56,88,77,97,98
O=C1c2ccc3ccccc3c2CCC1C1([n+]2ccccc2)CCc2c(ccc3ccccc23)C1=O (centres undefined),96,105,73,88,86,89,80,73,101
CCOc1cc(/C=N\Nc2ccc([N+](=O)[O-])cn2)ccc1O,115,110,109,117,109,115,106,107,105
O=C1CSC(=S)N1CCc1ccc(O)cc1,71,34,107,8.8*,93,85,/,54,102
N#Cc1ccc(C(=O)CSc2nc3c(c(Nc4cccc(S(N)(=O)=O)c4)n2)CCC3)cc1,91,96,109,99,96,96,81,103,111
CC1CN(C(=S)S)C(C)CN1 (centres undefined),79&101,111&111,112&97,110&109,100&104,99&103,85&106,101&102,96&103
CCC1(CC)COC(c2ccc(C)cc2)OC1,100,115,97,106,103,98,98,96,100
O=C1OC(c2ccc(-c3ccccc3)cc2)=C/C1=C/c1c2ccccc2cc2ccccc12,79,121,103,97,94,110,99,97,99
Cc1c(C(=O)NNC(=O)c2ccc(Cl)cc2)nnn1-c1ccc(Br)cc1,91,109,96,104,97,94,100,/,105
O=C(/C=C/c1cn(-c2ccccc2)nc1-c1ccccc1)c1cc2ccccc2oc1=O,/,97,113,99,97,101,90,105,107
Cc1cc(CSc2ccccc2C(=O)N2CC=C(c3ccccc3)CC2)on1,90,107,84,97,104,93,83,98,93
COC(=O)CC(C)Cc1ccc(OC)c(OC)c1 (centres undefined),92,104,97,108,100,104,98,96,104
COc1ccc(-c2nc(-c3ccc(C)cc3)nc3[nH]c(-c4ccc(F)cc4)cc23)cc1,70,105,99,100,91,99,81,98,129
COC(=O)CC[C@@H](C)[C@H]1CC[C@H]2[C@@H]3CC[C@@H]4C[C@H](O)CC[C@]4(C)C3=CC(=O)[C@]12C,99,104,90,104,105,112,77,103,103
O=C(Nc1ccc(Cl)c(C(F)(F)F)c1)c1cc(-c2ccc(F)cc2F)ccc1O,109,109,106,102,106,95,100,101,102
COc1cc2c(cc1OC)C1CC(c3ccccc3)=C(c3ccccc3)CN1CC2 (centres undefined),66,98,36,81,96,85,51,67,68
Cc1c2c(c(C)c3c1oc1ccc(O)cc13)C(=O)N(N)C2=O,81,75,75,82,62,56,74,52,97
COc1ccc(S(=O)(=O)n2c3ccccc3n3ncc(-c4nnc(C)o4)c23)cc1,14,23,11,30,23,-1.7*,37,27,17
CCCCOC(=O)c1cc(=O)[nH]c(=O)[nH]1,101,106,96,101,106,94,95,107,100
CNC1(C)C2CCC(C2)C1(C)C (centres undefined),91,113,100,109,100,101,92,107,104
CCOC(=O)C1C(=O)C=C(c2ccc(OC)cc2)CC1c1sc(N(C)Cc2ccccc2)nc1Cl (centres undefined),/,91,88,81,74,85,63,83,99
Cc1cc(C)c(C)c(C(=O)CCC(=O)O)c1C,109,104,103,102,/,96,104,99,108
CS(=O)(=O)c1ccc(-c2cnc3ccc(-c4cccc(C(=O)N5CCNCC5)c4)nn23)cc1,48,106,88,105,98,92,85,107,108
CC(C)[C@H](C(=O)N(C(=O)NC1CCCCC1)C1CCCCC1)N1C(=O)c2ccccc2C1=O,77,102,68,100,96,106,85,108,98
Cc1c(O)c(=O)ccn1Cc1ccccc1,104,82,76,86,88,102,88,73,107

# Among those listed so far, these contain a thiophene ring, fused or not:
SMILES,SNB-75,DU-145,HT29,KM12,SNB-19,SF-539,PC-3,SW-620,HCC-2998
Cc1ccc(S(=O)(=O)NCCCNc2nc(Nc3ccc(N4CCN(C)CC4)cc3)nc3ccsc23)cc1,88,43,-62*,36,59,-81*,64,21,27
Brc1ccc(C=Nc2ccc(Nc3ncnc4sc5c(c34)CCN(Cc3ccccc3)C5)cc2)cc1,75,103,106,96,88,94,81,103,100

# The listing continues.
SMILES,SNB-75,DU-145,HT29,KM12,SNB-19,SF-539,PC-3,SW-620,HCC-2998
CC(=O)c1ccc(NC(=O)CSc2nnc(-c3cc(-c4ccc(S(C)(=O)=O)cc4)nc4ccccc34)n2-c2ccccc2)cc1,75,90,99,94,76,85,80,100,97
CCn1cc(-c2cnc3nonc3n2)cn1,77,101,111,92,89,102,86,85,98
Clc1ccc(-c2nc3ccccc3s2)c(Cl)c1,77,102,92,/,97,105,77,90,99
N#Cc1c(N)n2c(nc1=Nc1ccc(Cl)cc1)sc1cc(Cl)c(Cl)cc12,76,115,90,106,94,96,96,106,103
COc1ccc(-c2nnc(CSc3nc(-c4ccc(F)cc4)c(C#N)c(=O)[nH]3)o2)cc1,86,99,101,97,93,98,89,101,104
O=C(/C=C/C(=O)Oc1ccccc1)Oc1ccccc1,104,108,112,94,108,102,94,100,103
CC1(C(=O)OCc2ccccc2)C(=O)C2=C(CCCCC2)N1c1ccccc1 (centres undefined),86,105,102,98,97,89,79,104,93
C=C(C)[C@H]1CC/C(C)=C/CC[C@@]2(C)O[C@@H]2CC/C(COC(C)=O)=C\[C@@H]1OC(C)=O,102,114,105,107,115,115,107,115,111
Cc1ccc2[nH]c(=O)c3c(c2c1)OC(N)=C(C#N)C31c2cc(Br)ccc2-c2ccc(Br)cc21,70,29,40,52,62,85,48,40,71
C=CCOC(=O)c1ccc(C)cc1,97,102,106,98,97,103,99,104,108

# 4 compounds drawn at random from the list so far, as already listed:
SMILES,SNB-75,DU-145,HT29,KM12,SNB-19,SF-539,PC-3,SW-620,HCC-2998
Cc1ccc2[nH]c(=O)c3c(c2c1)OC(N)=C(C#N)C31c2cc(Br)ccc2-c2ccc(Br)cc21,70,29,40,52,62,85,48,40,71
CCn1cc(-c2cnc3nonc3n2)cn1,77,101,111,92,89,102,86,85,98
O=C(/C=C/C(=O)Oc1ccccc1)Oc1ccccc1,104,108,112,94,108,102,94,100,103
COc1ccc(-c2nnc(CSc3nc(-c4ccc(F)cc4)c(C#N)c(=O)[nH]3)o2)cc1,86,99,101,97,93,98,89,101,104
